Screens: PubChem, National Center for Advancing Translational Sciences (NCATS)
MBNL1 CUG block: qHTS Assay for Inhibitors of MBNL1-poly(CUG) RNA binding. Muscleblind-like protein 1 (Homo sapiens), Q9NR56. TR-FRET MBNL1-His/biotin-(CUG)12 binding, 665/545 ratio. Potency, µM (top dose mostly 57.5 µM), without a hit: top-dose activity change, negative = inhibition, actives largely listed as inhibitors. hit rate 0.036% among 280,000. AID 2675, 2010; active = well fitted inhibition curve with a large enough effect in the signal ratio, with a control signal flat, not every such curve was filed as active; inconclusive = small, poorly fitted or top-dose-only effect, or effect the other way, or a change in a side signal; inactive = no such curve, though single readings can be large or run the other way; the % refers to the signal ratio; also: potency is read from the fitted curve at half-maximal effect; % is scaled to controls: 0 for no effect and ±100 for the full control effect
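Inhibition of protein-RNA binding appears as loss of TR-FRET between terbium anti-His antibody on MBNL1-His and streptavidin-XL665 on biotin-(CUG)12. Activity is normalized to buffer-only and uninhibited-complex controls.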
Eya2 phos inh: qHTS Assay for Inhibitors of the Phosphatase Activity of Eya2; Protein phosphatase EYA2 (Homo sapiens), O00167; recombinant Eya2, OMFP fluorescence dephosphorylation (OMFP is methylfluorescein phosphate); Potency, µM (highest dose often 76.9 µM), for inactives: top-dose activity, negative = inhibition, most hits filed as inhibitors; hit rate 0.006% among 330,000; AID 488837, 2010; also: potency is read from the fitted curve at half-maximal effect; % is scaled to controls: 0 for no effect and ±100 for the full control effect
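Eya2 (0.2 uM) preincubated 10 min at ambient with compound, then OMFP substrate added at 50 uM; 10 min reaction in 50 mM HEPES pH 7.5, 50 mM NaCl, 5 uM MgCl2, 0.05% BSA, 1 mM DTT. Fluorescence read at Ex 485/Em 525 nm.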
Mito fusion act: qHTS Assay for Small Molecule Inhibitors of Mitochondrial Division or Activators of Mitochondrial Fusion; S. cerevisiae fusion-defective mutant growth rescue, CellTiterGlo 48 h; Potency, µM (titrated, usually from 46.1 µM), inactives show at the highest dose growth rescue (activation), most hits filed as activators; hit rate 0.23% among 320,000;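 also: potency is read from the fitted curve at half-maximal effect; % of control where 0% means no effect; nearly all actives have a fitted effect of over 45% in size; temperature-sensitive fusion mutants such as fzo1-1 at 37 °C on non-fermentable ethanol glycerol medium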
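Luminescent cell viability in 1536-well qHTS format served as the measure of rescued growth in ts fusion-mutant S. cerevisiae cultured on non-fermentable YPEG for 48 hours at 37C.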
BCR signal inh: qHTS Assay to Find Inhibitors of Chronic Active B-Cell Receptor Signaling. ABC-DLBCL IkBa-CBG/CBR reporter, luminescence ratio, 4 h. Potency, µM (highest dose often 46.1 µM), without a hit: top-dose ratio change, negative = lower green/red ratio, usual class: inhibitors. hit rate 0.05% among 340,000. AID 493014, 2011; active = well fitted inhibition curve with a large enough effect in the signal ratio, with a control signal flat, not every such curve was filed as active; inconclusive = small, poorly fitted or top-dose-only effect, or effect the other way, or a change in a side signal; the % refers to the signal ratio;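 also: potency is read from the fitted curve at half-maximal effect; plate controls were basal doxycycline-induced cells for no effect and cells given 10 µM MG132 for full effect; MG132 reads +100%, hits lower the ratio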
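Compounds up to 46 uM were incubated four hours with TMD8 cells whose green CBG68 luciferase is fused to IkappaBalpha; red CBR luminescence normalised the signal, and concentration-effect curves were fitted to fusion, red and ratio data.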
KCNH2 WT inh: qHTS for Inhibitors of KCHN2 3.1: Wildtype qHTS | U2OS, BacMam KCNH2, thallium flux FluxOr; stronger effect = lower value | activity change, % at 1.84 µM | hit rate 0.37% among 340,000 | AID 720551, 2013;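 active = maximum activity change below -70%; inconclusive = maximum activity change between -70% and -50%; inactive = maximum activity change above -50%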; also: % is scaled to controls: 0 for no effect and ±100 for the full control effect
Target sequence (Q12809 whole entry, looked up): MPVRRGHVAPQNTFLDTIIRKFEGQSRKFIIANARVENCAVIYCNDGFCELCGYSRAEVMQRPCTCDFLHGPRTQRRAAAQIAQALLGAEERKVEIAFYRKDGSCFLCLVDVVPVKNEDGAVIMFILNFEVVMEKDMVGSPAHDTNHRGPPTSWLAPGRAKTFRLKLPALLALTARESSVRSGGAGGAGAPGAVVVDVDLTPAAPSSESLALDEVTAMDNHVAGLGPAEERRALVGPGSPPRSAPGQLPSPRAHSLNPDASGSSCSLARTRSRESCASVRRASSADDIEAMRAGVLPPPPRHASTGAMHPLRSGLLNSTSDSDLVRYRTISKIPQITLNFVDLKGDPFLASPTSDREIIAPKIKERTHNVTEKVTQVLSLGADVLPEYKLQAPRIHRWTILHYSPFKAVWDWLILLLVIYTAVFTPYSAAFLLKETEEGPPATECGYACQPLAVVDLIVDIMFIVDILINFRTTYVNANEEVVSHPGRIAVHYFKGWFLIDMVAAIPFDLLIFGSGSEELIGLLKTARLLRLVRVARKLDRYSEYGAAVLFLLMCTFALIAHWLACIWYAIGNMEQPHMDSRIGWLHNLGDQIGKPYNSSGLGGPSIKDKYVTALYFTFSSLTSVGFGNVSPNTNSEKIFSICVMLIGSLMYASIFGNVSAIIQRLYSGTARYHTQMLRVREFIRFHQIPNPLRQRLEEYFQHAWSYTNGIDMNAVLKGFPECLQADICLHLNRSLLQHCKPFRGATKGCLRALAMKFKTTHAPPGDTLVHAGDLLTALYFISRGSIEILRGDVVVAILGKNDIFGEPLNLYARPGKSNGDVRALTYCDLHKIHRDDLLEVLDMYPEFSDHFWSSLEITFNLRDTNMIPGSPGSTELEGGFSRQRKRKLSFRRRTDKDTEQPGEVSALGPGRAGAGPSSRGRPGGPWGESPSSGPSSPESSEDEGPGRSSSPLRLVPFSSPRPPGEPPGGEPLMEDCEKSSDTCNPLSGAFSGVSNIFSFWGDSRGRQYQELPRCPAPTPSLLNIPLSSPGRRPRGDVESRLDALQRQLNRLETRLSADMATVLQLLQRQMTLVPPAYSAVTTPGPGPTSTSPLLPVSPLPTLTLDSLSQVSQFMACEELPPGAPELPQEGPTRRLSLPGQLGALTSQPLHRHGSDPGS
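U2OS cells transduced with wild-type KCNH2 virus are loaded with FluxOr dye for 45 min, and thallium flux is measured in kinetic reads before and after stimulation buffer. Rate constants are normalized to DMSO controls.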
USP2a inh: qHTS Assay for Inhibitors of Ubiquitin-specific Protease USP2a Using CHOP2 as the Reporter | Ubiquitin carboxyl-terminal hydrolase 2 (Homo sapiens), O75604 | Potency, µM (top dose mostly 38.3 µM), inactives show at the highest dose activity change, negative = inhibition, actives largely listed as inhibitors | hit rate 0.01% among 330,000 | USP2 core, Ub-CHOP2 coupled fluorogenic reporter, 485/531;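 also: potency is read from the fitted curve at half-maximal effect; plate controls were DMSO wells for no effect and full inhibition by NEM control for full effect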
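USP2 core (10nM final) preincubated 30min RT with compound in 20mM Tris-HCl pH 8.0, 2mM CaCl2, 2mM beta-mercaptoethanol, 0.05% CHAPS; 25nM Ub-CHOP2 plus 25nM reporter substrate added, fluorescence (Ex485/Em531) read after 60min.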
TSHR antagonist: Antagonists of the Thyroid Stimulating Hormone Receptor: HTS campaign; Thyrotropin receptor (Homo sapiens), P16473; TSHR-expressing cells, TSH-stimulated cAMP HTRF, 2 h; stronger effect = lower value; activity change, negative = inhibition, % at 11.5 µM; hit rate 0.2% among 330,000; AID 504810, 2011;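 active = activity change below a set negative limit, meaning inhibition stronger than a set level, cut at about -70% in these data; inconclusive = activity change between two set negative limits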; also: % is scaled to controls: 0 for no effect and ±100 for the full control effect
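Read-out is FRET at 665 nm (cryptate excitation 337 nm) from a cryptate-tagged anti-cAMP antibody, competed by cell cAMP against cAMP-d2. Compounds are tested on freshly harvested TSHR cells challenged with 4nM TSH (EC80) for 2 hours at 37 deg C.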
PKM2 activator: qHTS Assay for Activators of Human Muscle isoform 2 Pyruvate Kinase; Pyruvate kinase PKM (Homo sapiens), P14618; purified PKM2, Kinase-Glo ATP luminescence, activation; response scale: 0% is enzyme alone, no compound; Potency, µM (doses to about 57.5 µM), without a hit: at the top dose activation, most hits filed as activators; hit rate 0.34% among 260,000; AID 1631, 2009; also: potency is read from the fitted curve at half-maximal effect; % is scaled to controls: 0 for no effect and ±100 for the full control effect; nearly all actives have a fitted effect of over 55% in size
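Purified hPK-M2 (>95%) run at intermediate activity with 0.1 mM ADP and 0.5 mM PEP in 50 mM imidazole pH 7.2, KCl, MgCl2; 1 h room temperature. ATP formed read by Kinase-Glo luminescence; normalized to uninhibited and no-enzyme controls.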
GALK inhibitor: qHTS Assay for Inhibitors of Human Galactokinase (GALK); Potency, µM (titrated, usually from 57.5 µM), for the others: top-dose activity change, negative = inhibition, most hits filed as inhibitors; Purified GALK, Kinase-Glo residual ATP luminescence; hit rate 0.007% among 270,000; P51570; also: potency is read from the fitted curve at half-maximal effect; % is scaled to controls: 0 for no effect and ±100 for the full control effect
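Human GALK (5 nM) with 35 uM ATP and 100 uM galactose in 20 mM HEPES pH 8.0, 5 mM MgCl2, 60 mM NaCl, 1 mM DTT, 0.01% BSA. After 1 h at room temperature, leftover ATP was read by Kinase-Glo Plus luminescence.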
ASM inhibitor: Inhibitors of Secretory Acid Sphingomyelinase (S-ASM): qHTS | Sphingomyelin phosphodiesterase (Homo sapiens), P17405 | AID 504937, 2011 | placental ASM, HMU-PC fluorogenic substrate, 60 min | Potency, µM (doses to about 57.5 µM), for inactives: at the top dose activity change, negative = inhibition, most hits filed as inhibitors | hit rate 0.006% among 340,000; also: potency is read from the fitted curve at half-maximal effect
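Fluorescence read-out (Ex 386 nm, Em 447 nm) after stopping the reaction at pH 10. Enzyme: ASM from human placenta; substrate HMU-PC0, 9 uM final; 60 min, 37 °C. Compound preincubation 10 min, ambient temperature.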
Menin-MLL TR inh: qHTS Assay for Inhibitors Targeting the Menin-MLL Interaction in MLL Related Leukemias: Competition With Texas Red Labeled MLL-derived Mutant Peptide. hit rate 0.23% among 270,000. Menin + Texas Red MLL mutant peptide, fluorescence polarization. Potency, µM (top dose mostly 61.6 µM), inactives show at the highest dose FP activity change, negative = inhibition, usual class: inhibitors. AID 1768, 2009. O00255; active = well fitted inhibition curve with a large enough effect in the polarisation, with a control signal flat, not every such curve was filed as active; inconclusive = small, poorly fitted or top-dose-only effect, or effect the other way, or a change in a side signal; inactive = no such curve, though single readings can be large or run the other way; the % refers to the polarisation; also: potency is read from the fitted curve at half-maximal effect; % of control where 0% means no effect; many of its hits are not listed in these tables
* hit, by the source's call; ? = inconclusive; / = not tested or not shown. Unless noted, calls follow the shape of the dose curve; as a rule, active = well fitted curve in the direction sought with a large enough effect; inconclusive = small, poorly fitted or top-dose-only effect, or another doubt; inactive = no such curve, though single readings can be large; an effect the other way counts as inactive or inconclusive.

mol	MBNL1 CUG block	Eya2 phos inh	Mito fusion act	BCR signal inh	KCNH2 WT inh	USP2a inh	TSHR antagonist	PKM2 activator	GALK inhibitor	ASM inhibitor	Menin-MLL TR inh
CCCNS(=O)(=O)c1ccc(CCC(=O)N2CCOCC2)cc1	3%	6%	-5%	-2%	-5	1%	-4	4%	-2%	5%	19%
COc1ccc(CCNC(=O)C(C)n2nc(C)n3c(cc4occc43)c2=O)cc1OC (stereo not drawn)	-1%	3%	-1%	-2%	1	3%	0	/	1%	1%	/
Cc1cc(C(=O)N/N=C/c2sccc2C)no1	?	-2%	-2%	?	4	-1%	8	-6%	1%	-1%	2%
Cc1ccc(NC(=S)N=Nc2c(O)[nH]c3ccccc23)cc1	5%	0%	-18%	?	9	-6%	7	2%	-4%	-7%	?
O=C(CCN1CCOCC1)NNC(=O)c1ccc(Cl)c([N+](=O)[O-])c1	/	6%	/	6%	-1	2%	-1	/	/	0%	/
CCOc1cc(N2CCOCC2)c(OCC)cc1NC(=O)CN1C(=O)N(C)C2(CCCCC2)C1=O	/	-16%	-3%	?	-4	1%	-4	/	/	-2%	/
Cc1ccccc1Nc1nc(N)nc(CCl)n1	-2%	?	-7%	?	-3	0%	13	-1%	-4%	1%	/
CCCN(CCC)CCNC(=O)c1cc2c(-c3ccccc3F)nn(C)c2s1	-5%	5%	-10%	?	-4	0%	-2	/	/	-6%	?
Cc1ccc(CNC(=O)C2CCC(=O)N(C3CC3)C2)cc1 (stereo not drawn)	-2%	-2%	-1%	3%	5	-1%	16	-15%	-4%	-1%	/
Cc1c(Cl)ccc2c(C(=O)NCCCn3nccc3C)cc(-c3ccccn3)nc12	15%	-17%	-7%	9%	22	2%	4	0%	2%	-4%	/

Nothing new here: an excerpt of the list.
mol	MBNL1 CUG block	Eya2 phos inh	Mito fusion act	BCR signal inh	KCNH2 WT inh	USP2a inh	TSHR antagonist	PKM2 activator	GALK inhibitor	ASM inhibitor	Menin-MLL TR inh
Cc1ccc(CNC(=O)C2CCC(=O)N(C3CC3)C2)cc1 (stereo not drawn)	-2%	-2%	-1%	3%	5	-1%	16	-15%	-4%	-1%	/
Cc1c(Cl)ccc2c(C(=O)NCCCn3nccc3C)cc(-c3ccccn3)nc12	15%	-17%	-7%	9%	22	2%	4	0%	2%	-4%	/

(more compounds)
mol	MBNL1 CUG block	Eya2 phos inh	Mito fusion act	BCR signal inh	KCNH2 WT inh	USP2a inh	TSHR antagonist	PKM2 activator	GALK inhibitor	ASM inhibitor	Menin-MLL TR inh
COc1ccccc1-c1noc(COC(=O)c2ccc(Br)o2)n1	/	-2%	8%	0%	-3	-2%	-13	/	/	-1%	/
COc1ccc(/C(C)=N/Nc2cc(C(F)(F)F)ccc2Cl)c(OC)c1	-11%	-5%	15%	?	/	-1%	13	3%	0%	/	11%
CCn1c(C)c(C(C)=O)c(N2CCN(c3ccccc3)CC2)nc1=S	22%	2%	-5%	23%	-1	3%	-2	-2%	0%	5%	-19%
O=C(O)CCCCCN1C(=O)CSC1=S	6%	23%	-13%	?	-1	1%	32	-1%	-3%	4%	16%
Nn1cnc2cc3ccccc3cc2c1=O	?	-12%	29%	?	16	-1%	6	/	8%	25%	-6%
O=C(Nc1ccccc1-c1nnc(SCc2ccc(Cl)cc2Cl)o1)c1ccccc1	/	-2%	-2%	-1%	-3	2%	-16	8%	2%	-1%	2%
CC(NC(=O)c1cccs1)C(c1cccs1)N1CCOCC1 (stereo not drawn)	-8%	-3%	-2%	0%	12	0%	32	-23%	-1%	0%	-25%
CCc1nn(C)c2c(=O)c(=O)c2n(C)[nH]1	6%	-22%	-1%	-1%	-5	3%	7	7%	/	0%	/
CCOC(=O)c1sc2nc(CC(C)C)c3c(c2c1N)CCC3	-2%	9%	2%	3%	-1	1%	-10	7%	/	/	-15%
O=C(NNC(=S)NC(=O)c1cccs1)c1ccc(O)cc1	2%	5%	6%	?	-15	1%	-11	/	0%	0%	/
CC1CCN(CCCNC(=O)C2CC(=O)N(CCc3ccccc3)C2)CC1 (stereo not drawn)	3%	1%	-3%	6%	3	6%	2	/	-7%	0%	0%
Cn1nnc2c[n+](CC(=O)c3ccc(Cl)cc3)cc(Br)c21	?	5%	-1%	?	-6	1%	?	0%	0%	-2%	/
Cc1cc(=O)n2ccsc2n1	6%	5%	-5%	4%	-8	3%	5	1%	1%	10%	-5%
N#CCc1ccc(Oc2ccc([N+](=O)[O-])cn2)cc1	/	-14%	-3%	9%	-5	-3%	2	-16%	1%	-1%	/
O=C(O)CN1CCCCC1	?	-3%	2%	14%	-2	1%	3	-4%	-1%	-2%	-5%
O=C(/C=C/N1CCN(Cc2ccccc2)CC1)C(F)(F)F	8%	7%	-1%	?	-4	4%	-6	0%	1%	-1%	0%
CCOC(=O)c1c(NC(=O)CN2CCCCC2)sc2c1CCN(C(=O)OCC)C2	-6%	-9%	-6%	?	-1	-8%	-9	2%	-4%	11%	?
O=C(c1ccc2c(c1)OCO2)C1CCCN(Cc2c(F)ccc(F)c2F)C1 (stereo not drawn)	-9%	2%	-2%	-2%	2	-1%	-13	/	7%	-1%	/
Cc1ccc(S(=O)(=O)N2CCCCC2)cc1C(=O)NCCC1=CCCCC1	/	-2%	-3%	3%	10	-1%	-10	/	/	4%	/
Cc1cccc(NC(=O)CC(C)S(=O)(=O)c2ccc3c(c2)NC(=O)CO3)c1C (stereo not drawn)	-4%	-13%	2%	3%	-1	0%	31	/	0%	-3%	/
O=C1C2CCCN2C(c2ccc(Cl)cc2)N1c1nccs1 (stereo not drawn)	12%	4%	-1%	1%	-2	6%	6	0%	0%	2%	-7%
Cc1cccc2c1c(N=NC(N)=S)c(O)n2C1OC(CO)C(O)C(O)C1O (stereo not drawn)	?	1%	-1%	1%	4	-2%	-10	0%	-1%	-3%	16%
CN(C)S(=O)(=O)c1ccc(N2CCCC2)c(C(=O)N2CCN(c3ccc([N+](=O)[O-])cc3)CC2)c1	?	-7%	-5%	0%	-83*	2%	-11	1%	-1%	-7%	-21%
CC1CCCCC1NC(=O)Cn1cc([N+](=O)[O-])ccc1=O (stereo not drawn)	/	8%	2%	1%	-1	-1%	-2	/	/	3%	/
CCOC(=O)C1CCN(C(=O)NS(=O)(=O)c2ccc(C)cc2)CC1	-3%	15%	-2%	0%	6	0%	-1	-1%	8%	0%	13%
CN(CC(=O)Nc1ccccc1C(F)(F)F)C(=O)c1cc2c(s1)CCCCC2	/	-17%	9%	-5%	0	0%	5	/	/	2%	/

These rows are one share of the data; count on the stated rates, not on these rows.
